Screens from PubChem.
HCV inh: blocks hepatitis C virus. hit rate 3.4% among 340,000. Potency, µM (doses to about 41.8 µM), for inactives: at the top dose activity change, negative = inhibition, hits mostly inhibitors. Huh7.5.1 HCVcc-Cre infection, luciferase reporter, 44 h; further: potency means the concentration at half of the fitted maximal effect
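Infectious HCV cell culture screen: compound-treated cells (1,000/well, pre-plated 4 h) are infected with HCVcc-Cre at roughly 0.5 moi and grown 44 h. Infection is quantified by luciferase signal after 15 min substrate incubation at room temperature.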
HCMV inh: inhibitors of human cytomegalovirus; HFF cells, HCMV-luciferase reporter, 72 h; active compounds read low; activity change, negative = inhibition, % at 57.5 µM; hit rate 4.5% among 410,000; AID 1259415; in the data active means activity change below about -60%; inconclusive means no clear call, values can overlap the other calls; inactive means above about -39%
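Human foreskin fibroblasts infected with luciferase-reporter HCMV at MOI 1 PFU/cell, compounds at two doses. Luciferase measured 72 h post infection; normalized to buffer-only basal and Salinomycin (10uM) controls.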
Giardia FBPA inh: blocks Giardia fructose-bisphosphate aldolase activity; purified Giardia FBPA; AID 2451; Potency, µM (titrated, usually from 59.6 µM), for the others: at the top dose activity, negative = inhibition, hits mostly inhibitors; hit rate 0.71% among 290,000; further: potency means the concentration at half of the fitted maximal effect; nearly all actives have a fitted effect of over 55% in size
Target sequence (A8B2U2 whole entry, looked up): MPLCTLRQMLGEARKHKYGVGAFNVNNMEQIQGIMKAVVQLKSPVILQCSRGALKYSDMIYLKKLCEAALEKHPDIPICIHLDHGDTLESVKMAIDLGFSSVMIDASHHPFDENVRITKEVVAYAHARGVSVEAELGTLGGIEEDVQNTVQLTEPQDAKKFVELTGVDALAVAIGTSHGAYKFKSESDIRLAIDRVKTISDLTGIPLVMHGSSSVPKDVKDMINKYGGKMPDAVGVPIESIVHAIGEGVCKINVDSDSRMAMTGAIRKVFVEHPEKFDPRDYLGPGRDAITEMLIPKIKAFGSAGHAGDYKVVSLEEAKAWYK
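Giardia FBPA (40 nM reagent) was preincubated 10 min at RT with compound (up to 57.5 uM final), then substrate plus GAPDH/TPI/NAD/arsenate coupling system with diaphorase/resazurin was added; resorufin fluorescence (525/598 nm) was read after 20 min.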
Sm TGR inh: inhibitors of Schistosoma mansoni thioredoxin glutathione reductase. purified TGR, DTNB reduction, TNB absorbance 405 nm. Potency, µM (titrated, usually from 114 µM), without a hit: at the top dose activity change, negative = inhibition, usual class: inhibitors. hit rate 3% among 360,000. AID 485364; further: potency means the concentration at half of the fitted maximal effect; nearly all actives have a fitted effect of over 60% in size
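TGR 20 nM + NADPH 100 uM (dispensed conc.), cpd preinc 15 min RT; start with NADPH (500 uM addition) then DTNB (15 mM addition). Kinetic TNB absorbance, 405 nm filter. Four-parameter Hill fit across titration.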
AMA1-RON2 inh: disrupts binding of P. falciparum AMA1 to RON2 | AlphaScreen AMA1-biotinylated RON2 peptide binding | Potency, µM (doses to about 58.2 µM), for the others: at the highest dose activity change, negative = inhibition, actives largely listed as inhibitors | hit rate 0.2% among 360,000;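 further: potency means the concentration at half of the fitted maximal effect; 0% = vehicle wells and -100% = peptide control; nearly all actives have a fitted effect of over 45% in size; some results filed as inactive show a strong effect at the top dose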
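AMA1 (3D7) with his tag at 25 nM final met compounds first, then biotinylated RON2 peptide at 25 nM; detection used donor plus acceptor beads, 10 µg/mL apiece, read by AlphaScreen after 30 min at room temperature.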
AmpC detergent: AmpC beta-lactamase inhibition with detergent present; AmpC hydrolysis of nitrocefin, absorbance 480 nm, 0.01% Triton; AID 485294; P00811; Potency, µM (top dose mostly 114 µM), for inactives: at the highest dose activity change, negative = inhibition, most hits filed as inhibitors; hit rate 0.041% among 370,000;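 further: potency means the concentration at half of the fitted maximal effect; 0% = no-compound wells and -100% = no-enzyme wells; nearly all actives have a fitted effect of over 25% in size; some results filed as inactive show a strong effect at the top dose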
Target sequence (P00811 whole entry, looked up): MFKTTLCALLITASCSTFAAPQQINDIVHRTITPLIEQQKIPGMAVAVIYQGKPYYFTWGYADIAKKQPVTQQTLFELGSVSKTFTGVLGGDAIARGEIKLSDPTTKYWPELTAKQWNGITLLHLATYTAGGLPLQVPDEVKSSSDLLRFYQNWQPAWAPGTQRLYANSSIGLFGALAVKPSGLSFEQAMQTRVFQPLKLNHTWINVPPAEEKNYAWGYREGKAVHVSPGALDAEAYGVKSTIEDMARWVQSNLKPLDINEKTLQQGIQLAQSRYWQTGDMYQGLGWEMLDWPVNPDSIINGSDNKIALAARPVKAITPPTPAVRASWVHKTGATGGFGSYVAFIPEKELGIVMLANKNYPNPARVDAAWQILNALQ
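20 mM phosphate pH 7.0 + 0.01% (detergent screen) or 0.0001% Triton X-100; 5.3 nM AmpC reagent; cpd preinc 15 min RT; nitrocefin (800 uM stock) to start; A480 q20 s × 4 min; Activity was normalised to no-enzyme and no-compound control wells.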
Starred values were filed as active, the others as inactive; ? = inconclusive; . = no result given; & = joins results of further samples; [ ] = remark or other dose. Unless noted, the call rests on the fitted dose curve; in most records, active means well fitted curve in the direction sought with a large enough effect; inconclusive means small, poorly fitted or top-dose-only effect, or another doubt; inactive means no such curve, though single readings can be large; an effect the other way counts as inactive or inconclusive. Unless noted, on the % scale 0 is the no-effect control and ±100 the full control effect.

SMILES	HCV inh	HCMV inh	Giardia FBPA inh	Sm TGR inh	AMA1-RON2 inh	AmpC detergent
Cc1ccc(CN(C)c2nc(-c3cccnc3)nc3ccccc23)o1	?	-21	1%	40µM*	-6%	-4%
CC(C)(C)NC(=S)NCc1ccco1	-10%	?	?	25µM*	17%	?
CC1=NN(C(=O)CSCc2ccccc2)C(O)(c2ccccc2)C1 (stereo unspecified)	-2%	-23	1%	5%	88%[activator]	-9%
CCCCn1c(=O)[nH]c(=O)c2c1nc(-c1ccc(C)c([N+](=O)[O-])c1)n2CC	?	66	0%	14%	-1%	?
COC(=O)C1=C(C)N(Cc2ccccc2)C(=NCc2cccc(C(F)(F)F)c2)N[C@H]1c1cccc(F)c1	?	-98*	4%&7%	27%&0%	11%	-9%&-9%
COc1ccc(NC(=O)c2cc3c(=O)n4ccccc4nc3n2C)cc1OC	?	-5	5%	3%	45%[activator]	0%
Cc1cc(C)nc(NC(=O)c2cnc3sccn3c2=O)n1	11%	105	2%	-1%	4%	?
O=C1OC(CN2CCOCC2)CN1N=Cc1ccc([N+](=O)[O-])o1 (stereo unspecified)	15%	?	.	-32%	8%	?
Cc1ccc(C)c(N2CCN(C(=O)C(C)n3nc(C)c4sc5ccccc5c4c3=O)CC2)c1 (stereo unspecified)	.	21	.	-7%	.	-6%
COc1cccc(NC(=O)CSc2nc3c(sc4ccccc43)c(=O)n2CCN(C)C)c1	?	57	-20%	4%	43%[activator]	5%
COc1ccccc1NC(=O)CCNS(=O)(=O)c1ccc2c(c1)CCN2C(=O)C1CC1	.	-8	.	-1%	.	-8%
CC(=O)c1sc(N/N=C2\CC3CCC2(C)C3(C)C)nc1C (stereo unspecified)	-6%	-29	?	?	3%	-10%
CC(=O)c1ccc(N2CCN(C(=O)c3ccc(C(=O)c4ccccc4)cc3)CC2)cc1	?	11	.	-15%	8%	?
O=C(Nc1ccccn1)c1cccc(S(=O)(=O)N2CCCc3ccccc32)c1	?	?	.	0%	4%	?
CCCCNc1nc(C)c(C(C)=O)cc1C#N	-29%	-9	3%	5%	10%	-14%
CCN(CC)C(=O)c1c(-c2ccccc2)c(-c2ccccc2)nn(CC)c1=O	.	7	.	-3%	.	25%
COc1cccc(-c2ccc(SCC(=O)NC3CCCC3)nn2)c1	.	15	.	-23%	5%	6%
Cc1ccc2c(c1)N(CC(=O)NCCCN1CCN(C)CC1)C(=O)CO2	15%	-69*	.	9%	-9%	1%
CCOc1ccc(N(C(=O)c2ccc(S(=O)(=O)N3CCCC3)cc2)C2C=CS(=O)(=O)C2)cc1 (stereo unspecified)	10%	-32	6%	-12%	19%	-6%
Nn1c(SCc2ccc(F)cc2)nnc1-c1ccncc1	-6%	-28	-8%	8%	4%	-10%
N#CC(=C=[N-])C1=C(C#N)C(c2ccccc2F)C([n+]2ccccc2)C(O)(C2CC2)N1 (stereo unspecified)	-4%	-4	-28%	-26%	2%	0%
CN(C(=O)CSc1nnc(-c2cccc(F)c2)n1N)C1CCS(=O)(=O)C1 (stereo unspecified)	19%	-9	4%	1%	-6%	-9%
CCOc1ccc(NC(=NCc2ccc3c(c2)OCO3)SC2CC(=O)N(c3ccccc3)C2=O)cc1 (stereo unspecified)	?	-1	-1%	1%	-13%	?
COC(=O)c1c(-c2ccc(C)cc2)csc1NC(=O)C1CC=CCC1C(=O)O (stereo unspecified)	8%	-35	17%	-5%	-2%	-6%
Cc1cc(F)ccc1S(=O)(=O)Nc1c(C)n(C)n(-c2ccccc2)c1=O	6%	-8	0%	-1%	3%	?
CCn1nnc(NC(=S)NC(=O)c2ccc(-c3cccc(Cl)c3)o2)n1	-11%	-4	?	13µM*	72%[activator]	2%
CNC(=O)COc1ccc(Nc2nnc(-c3ccc(C)c(S(N)(=O)=O)c3)c3ccccc23)cc1	21%	-23	-4%	0%	5%	-6%
FC(F)(F)c1cnc(N2CCCN(C(=S)Nc3ccccc3)CC2)c(Cl)c1	?	-85*	3%	-6%	7%	-7%
CC(CNC(=O)CCS(=O)(=O)c1ccc2c(c1)NC(=O)CO2)c1ccccc1 (stereo unspecified)	22%	10	.	-4%	-6%	-4%
Cc1ccc(S(=O)(=O)N2CCCCC2)c(C)c1NS(C)(=O)=O	17%	?	3%	-20%	0%	-9%

Whole records as entered above. Order of values: HCV inh | HCMV inh | Giardia FBPA inh | Sm TGR inh | AMA1-RON2 inh | AmpC detergent
CCn1nnc(NC(=S)NC(=O)c2ccc(-c3cccc(Cl)c3)o2)n1 is listed as -11% | -4 | ? | 13µM* | 72%[activator] | 2%
CCOc1ccc(NC(=NCc2ccc3c(c2)OCO3)SC2CC(=O)N(c3ccccc3)C2=O)cc1 (stereo unspecified) is listed as ? | -1 | -1% | 1% | -13% | ?
CC(CNC(=O)CCS(=O)(=O)c1ccc2c(c1)NC(=O)CO2)c1ccccc1 (stereo unspecified) is listed as 22% | 10 | . | -4% | -6% | -4%
CN(C(=O)CSc1nnc(-c2cccc(F)c2)n1N)C1CCS(=O)(=O)C1 (stereo unspecified) is listed as 19% | -9 | 4% | 1% | -6% | -9%
Nn1c(SCc2ccc(F)cc2)nnc1-c1ccncc1 is listed as -6% | -28 | -8% | 8% | 4% | -10%

The list goes on.
SMILES	HCV inh	HCMV inh	Giardia FBPA inh	Sm TGR inh	AMA1-RON2 inh	AmpC detergent
Cc1nn(-c2ccc(F)cc2)c2sc(C(=O)OC3CCOC3=O)cc12 (stereo unspecified)	13%	31	2%	-1%	-2%	?
Cc1ccc(C(=O)N2CC(C)OC(C)C2)cc1S(=O)(=O)N1CCCCC1 (stereo unspecified)	-12%	32	.	-12%	8%	-3%
Cc1cc(C)n2nc(C(=O)OCC(=O)c3ccccc3)nc2n1	-5%	-33	.	.	15%	.
Clc1ccc(Nc2nc(NCCN3CCOCC3)nc(N3CCOCC3)n2)cc1	-15%	.	1%	0%	-4%	-14%
CN1CC(C(=O)c2ccc(F)cc2)C(c2ccc(F)cc2)C1 (stereo unspecified)	-10%	-38	3%	-29%	7%	-14%
O=C(COC(=O)c1nc(Cl)ccc1Cl)NC1CCCCCC1	9%	-27	.	9%	-6%	7%
Cc1nc2ccc(S(=O)(=O)Nc3ccc(-c4nc5cccnc5s4)cc3)cc2s1	14%	65	18%	-4%	-3%	?
Cc1ccc(S(=O)(=O)N2CCN(C(=O)CN3CCN(C)CC3)C2)cc1	4%	3	-3%	-28%	-4%	4%
CCOc1ccccc1NC1=NCC(=O)N1Cc1ccc(F)cc1	1%	-1	-7%	-3%	-7%	-19%
CCOC(=O)/C(C#N)=N/Nc1ccccc1C(=O)O	10%	0	1%	8%	6%	-3%
Cc1c(NC(=O)C(C)Sc2ccc3ccccc3n2)c(=O)n(-c2ccccc2)n1C (stereo unspecified)	-5%	-13	10%	2%	7%	-2%
CCS(=O)(=O)c1c(Nc2ccc(F)c(Cl)c2)sc(C(=O)c2ccccc2)c1N	.	1	.	-15%	.	-7%
CCOC(=O)/C(C#N)=C/N1CCOCC1	8%	-5	5%	3%	-7%	1%
O=C(Nc1cccc2cccnc12)c1ccccc1Br	-30%	-3	.	.	9%	.
CN(C)S(=O)(=O)c1cccc(NC(=O)COc2ccc(S(=O)(=O)N3CCOCC3)cc2Cl)c1	-5%	-17	.	.	-2%	.
COCCN(C(=O)c1ccc2ccccc2c1)c1c(N)n(Cc2ccccc2)c(=O)[nH]c1=O	9%	-21	8%	1%	-6%	7%
O=C(Nc1cnn(Cc2ccc(Cl)c(Cl)c2)c1)C12CC3CC(CC(C3)C1)C2	?	68	-18%	2%	-16%	0%
CCOc1nc(-c2ccccc2)ccc1-c1noc(-c2ccco2)n1	10µM*	?	9%	-9%	21%	?
O=C(Cn1c(=O)n(-c2ccccc2)c(=O)n1CC(=O)N1CCCCC1)N1CCCCC1	-12%	-13	5%	7%	5%	?
O=C(Nc1cccc(C(=O)NC2CC2)c1)c1ccccc1	0%[8.37 µM]	26	.	.	5%	.
COc1ccc(-n2ncc(C(=O)Nc3cccc(C(F)(F)F)c3)c2C2CCN(C(=O)OC(C)(C)C)CC2)cc1	.	?	.	12%	.	2%
O=C(c1cc(COc2ccc3ncccc3c2)on1)N1CCC[C@H]1CO	?	?	4%	4%	4%	1%
CCc1cc(=O)oc2cc(OCC=C(C)C)ccc12	-16%	-8	1%	3%	12%	-14%
Cc1cc(=O)oc(C)c1C(=O)NCc1ccco1	16%	-19	-13%	45µM*	-19%	0%
Cc1cccc2nc(C(F)(F)F)nc(=O)n12	23%	29	7%	11%	5%	?
COC(=O)Cc1ccc(NC(=S)NN2CCOCC2)cc1	3%	23	-14%	-25%	5%	3%
COc1cccc(N2C(=O)C3CCCN3C2c2ccc(Cl)cc2)c1 (stereo unspecified)	-6%	29	0%	0%	1%	-10%
CCCCNC(=O)c1ccc(-c2nc(CS(=O)(=O)c3ccc(C)cc3)c(C)o2)cc1	.	20	.	40µM*	.	20%
CC(C)(C)C(=O)N1CCN(c2ncccc2C(F)(F)F)CC1	9%	-15	5%	5%	1%	1%
CN1CCc2c(sc3ncn4nc(-c5ccccc5O)nc4c23)C1	-17%	.	7%	2%	.	-11%
CC1Cc2cc(/C(O)=C3/C(=O)C(=O)N(CCCn4ccnc4)C3c3ccc([N+](=O)[O-])cc3)ccc2O1 (stereo unspecified)	19%	-28	.	.	17%	.
Nc1cccc(-c2nc3ccc(N)cc3s2)c1	?	6	-10%	10%	11%	-2%
Cn1c(Cc2ccccc2)nnc1SCC(=O)Nc1cccc(S(=O)(=O)NC2=NCCCCC2)c1	16%	-31	1%	2%	6%	?
CC1CCN(C(=O)c2ccc(SCc3ccccc3F)c([N+](=O)[O-])c2)CC1	-27%	-12	1%	-2%	-29%	-11%
COc1ccc(-c2nc(Cn3c(=O)cc(C)c4c(C)nn(-c5ccccc5)c43)c(C)o2)cc1OC	.	19	.	6%	.	10%
CCOC(=O)c1[nH]c(C)c(C(=O)OCC(=O)N2CCCCC2C)c1C (stereo unspecified)	2%	13	-6%	-35%	39%[activator]	2%
CCOC(=O)C1=CN(Cc2ccco2)S(=O)(=O)N(C)C1c1ccc2ccccc2c1 (stereo unspecified)	?	5	.	.	0%	.
CCOc1ccc(CCNC(=O)c2ccc(F)c(S(=O)(=O)N3CCOCC3)c2)cc1OCC	?	-38	1%	1%	0%	1%
Cc1ccc(NC(=O)c2oc3ccc(S(=O)(=O)N4CCCCCC4)cc3c2C)cc1Cl	.	-15	.	3%	.	8%
O=S(=O)(c1ccc(Cl)cc1)N1CCN2CCCC2C1 (stereo unspecified)	2%	-10	7%	-3%	4%	-11%
N#Cc1c(-c2ccccc2)c(-c2ccccc2)nn(CC(=O)NNC(=O)Nc2ccc(Cl)c(Cl)c2)c1=O	?	2	13%	2%	-8%	2%
CCN(CC)CCCNC(=O)c1nn(-c2ccc(OC)cc2)c(=O)c2c1c1ccccc1n2C	.	14	.	10%	.	-1%
CC(=O)c1cccc(NC(=O)C(=O)c2cn(CC(=O)N3CCCCC3)c3ccccc23)c1	1%	12	-3%	-5%	-1%	3%
COCCC(C(=O)Oc1c(C(C)(C)C)cc(C)cc1C(C)(C)C)c1ccccc1 (stereo unspecified)	8%	-1	.	-26%	2%	7%
